# PERK inh = inhibitors of human PERK kinase. AID 1416. 0.17% of 220,000 active. Q9NZJ5. CHO PERK-DD fusion, SEAP luminescence translation reporter. inhibition, % at 5.6 µM;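 active = inhibition above the mean inhibition of all tested compounds plus 3 SD, set separately per screening campaign, cut at about 2.9% in these data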;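 note: PERK kinase domain activated by AP20187 dimerizer at 100 nM; 0% = DMSO with dimerizer and 100% = rapamycin at 8.4 µM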
# Target sequence (Q9NZJ5 whole entry, looked up, the tested form may be a part): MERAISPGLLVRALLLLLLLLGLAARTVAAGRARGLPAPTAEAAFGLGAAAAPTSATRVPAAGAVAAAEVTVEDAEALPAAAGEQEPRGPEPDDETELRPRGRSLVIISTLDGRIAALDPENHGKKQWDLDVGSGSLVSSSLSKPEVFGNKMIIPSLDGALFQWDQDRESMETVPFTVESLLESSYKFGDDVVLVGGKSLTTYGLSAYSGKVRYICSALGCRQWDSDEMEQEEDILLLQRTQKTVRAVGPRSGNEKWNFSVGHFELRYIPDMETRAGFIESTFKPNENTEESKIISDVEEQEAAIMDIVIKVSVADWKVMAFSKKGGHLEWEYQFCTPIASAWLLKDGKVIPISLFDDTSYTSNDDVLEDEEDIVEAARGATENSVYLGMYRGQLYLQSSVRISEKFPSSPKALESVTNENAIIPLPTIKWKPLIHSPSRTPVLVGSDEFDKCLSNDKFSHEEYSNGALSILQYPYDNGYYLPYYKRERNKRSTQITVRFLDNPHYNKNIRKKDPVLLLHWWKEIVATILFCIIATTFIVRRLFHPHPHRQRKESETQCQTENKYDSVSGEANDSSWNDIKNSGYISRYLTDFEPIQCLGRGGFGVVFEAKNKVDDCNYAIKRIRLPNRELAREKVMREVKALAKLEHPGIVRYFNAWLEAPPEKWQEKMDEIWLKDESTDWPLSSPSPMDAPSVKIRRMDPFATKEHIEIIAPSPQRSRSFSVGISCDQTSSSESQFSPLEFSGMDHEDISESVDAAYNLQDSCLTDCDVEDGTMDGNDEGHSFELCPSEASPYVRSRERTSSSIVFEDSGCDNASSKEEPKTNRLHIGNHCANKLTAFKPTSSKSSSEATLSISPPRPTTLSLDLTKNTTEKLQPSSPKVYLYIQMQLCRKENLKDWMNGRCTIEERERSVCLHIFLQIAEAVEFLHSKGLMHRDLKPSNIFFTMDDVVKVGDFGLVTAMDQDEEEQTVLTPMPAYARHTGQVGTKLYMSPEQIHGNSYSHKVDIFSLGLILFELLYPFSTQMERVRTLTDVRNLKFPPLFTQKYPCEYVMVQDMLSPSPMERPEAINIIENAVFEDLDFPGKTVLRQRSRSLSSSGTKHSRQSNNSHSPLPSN
# EP2 modulator = modulators of human EP2 prostaglandin E2 receptor; P43116; EP2-expressing cells, cAMP HTRF FRET, PGE2 co-stimulation; induction, % at 25 µM; 0.83% of 260,000 active; AID 940;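 active = compounds whose cAMP rise, as percent of the full-agonist control response, exceeds 60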;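 note: rat C6 glioma line stably carrying human EP2 under a CMV promoter; the protocol text gives 20 µM as final concentration; 100% = response of wells given 1 µM PGE2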
# RBBP9 inhibitor = human RBBP9 hydrolase inhibition; 0.2% of 220,000 active; recombinant RBBP9, FP-Rh probe fluorescence polarization; AID 1515; O75884; inhibition, % at 7.94 µM;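 active = inhibition above the campaign mean of all tested compounds plus 3 SD, cut at about 14% in these data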;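 note: plate controls were DMSO wells with RBBP9 for no effect and wells lacking RBBP9 protein for full effect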
#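 Test system: recombinant human RBBP9. Quantity: 2.5 µM RBBP9 dispensing solution, before mixing. Detection: FP readout at 525/598 nm. Reagent: Serine-hydrolase probe FP-Rh, 375 nM pre-mixing. Measure: % inhibition. Control set: DMSO-treated enzyme wells and wells lacking RBBP9. Buffer or medium: Tris-NaCl-Pluronic buffer, pH 8.0. Times: preincubation 30 min plus labeling 45 min at 25 °C.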
# TNF death inh = inhibitors of TNF-alpha induced necroptosis in Jurkat FADD-/- cells. Jurkat FADD-/- TNF necroptosis rescue, ATP luminescence, 24 h; 0 = TNF only, 100 = no-TNF cells. activation (protection from cell death), % at 10 µM. 0.068% of 220,000 active;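 active = activation, meaning protection from cell death, of at least 50% relative to plate controls; inactive = activation below 50%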;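 note: necroptosis triggered by 40 ng/mL TNF-alpha added together with compound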
# Runt-CBFb FRET = inhibitors of human RUNX1 Runt domain binding to CBFb. Q01196+Q13951. 0.46% of 220,000 active. Cerulean-Runt/Venus-CBFb FRET ratio 530/480, 1 h. inhibition, % at 20 µM;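 active = inhibition over about 50% at 20 µM in the single-dose screen, limit read from the data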;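 note: 0% = DMSO wells and 100% = excess unlabeled CBFb competitor control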
#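 System: Cerulean-labeled Runt domain protein | Quantity: 100 nM of each labeled protein | Schedule: 1 h compound exposure, room temperature | Detection: Fluorescence energy transfer, 422 nm excitation, 530/480 nm emission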
# zVAD death inh = blocks zVAD induced death of L929 cells; L929 zVAD necroptosis rescue, ATP luminescence, 24 h; with zVAD 60 µM; viability rescue, % at 10 µM; 0.38% of 220,000 active; AID 1377;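 active = activation, scaled between plate controls, above about 75%, limit read from the data; inactive = activation under that limit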;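 note: 0% = zVAD with DMSO and 100% = DMSO alone without zVAD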
# EP2 antag = EP2 receptor (human) inhibition | P43116 | C6 glioma cells expressing human EP2, cAMP TR-FRET; cells stimulated with saturating PGE2 | inhibition, % at 25 µM | 0.52% of 260,000 active;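 active = percent inhibition above 40 after rounding to a whole number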;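 note: rat C6 glioma host cells with rolipram phosphodiesterase inhibitor present; the protocol text gives 20 µM as final concentration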
# Runt-SMMHC FRET = inhibitors of human RUNX1 Runt domain binding to CBFb-SMMHC | Cerulean-Runt/Venus-CBFb-SMMHC FRET ratio 530/480, 1 h | inhibition, % at 20 µM | 0.74% of 220,000 active;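 active = mean inhibition across duplicate retests at 20 µM reaching about 50%, limit read from the data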;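 note: 0% = DMSO wells and 100% = wells with excess untagged CBFb-SMMHC; inhibitors lower the FRET ratio by blocking Runt binding to CBFb-SMMHC; some results filed as inactive read as strong as hits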
# Hck-Nef inh = blocks Nef-activated human Hck kinase | inhibition, % at 20 µM | 0.68% of 220,000 active | Recombinant Hck-YEEI plus Nef, Z-Lyte FRET kinase assay | P08631;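 active = Hck-Nef kinase inhibition above about 50%, limit read from the data; inactive = inhibition below that limit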;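 note: 0% = DMSO with Hck plus Nef and 100% = Hck alone without Nef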
# * = called active by the depositor; . = not tested or not shown; & = joins results of further samples.
nr	SMILES	Hck-Nef inh	RBBP9 inhibitor	Runt-SMMHC FRET	PERK inh	EP2 antag	Runt-CBFb FRET	zVAD death inh	TNF death inh	EP2 modulator
1	CCCCC(C(=O)O)C(C)CC(=O)NNC(=O)c1ccco1 (stereo not drawn)	15	1	-2	0.9	5	0	1.8	0.3	26
2	O=C(COC(=O)CNC(=O)c1ccc(-c2ccccc2)cc1)NCc1ccco1	3	-12	0	-0.4	4	1	1.8	-3.9	-3
3	Cc1cc(S(=O)(=O)N2CCN(Cc3ccc4c(c3)OCO4)CC2)cc(C)c1N1CCCC1=O	-1	-1	2	0.8	4	-1	1.3	-3.2	-40
4	Cc1cc(C)c2c(CC(=O)Nc3ccc(Cl)cn3)coc2c1	7	-12	-3	0.5	13	-1	0.7	0.8	-7
5	O=C(NCCCn1ccnc1)c1cccnc1	0	-4	1	0.7	12	0	0.1	0.5	22
6	CC(C)(C)c1ccc(S(=O)(=O)CCc2ccccn2)cc1	-9	-2	-2	0.7	11	1	-0.3	2.5	-1
7	Nc1cccc(C(=O)Nc2ccc3nc(-c4cccnc4)[nH]c3c2)c1	2	-4	-2	0.7	13&7	0	.	0.8	8&-68
8	COc1cccc(OC2OC3COC(C)(C)OC3C(O)C2NC(C)=O)c1 (stereo not drawn)	16	-4	-1	0.3	4	0	3.8	-0.8	10
9	CCO[C@H]1OC(C(=O)N2CCCCCCC2)=C[C@@H](C)[C@@H]1CCCO	1	11	-11	2.1	.	-3	-0.1	-0.7	11
10	C=CCN1C=CC(=C/C=C(/C#N)C(=O)OCC)C=C1	2	-4	-180	0.5	8	-35	1.6	2.9	-1
11	O=C(c1cccc(Br)c1)N1CCCC1	2	6	1	0.7	3	2	0.0	0.5	13
12	FC(F)(F)c1ccc(CN2C[C@@H]3C(c4ccc(Cl)nc4)C4(c5ccccc5)CC3(C4)[C@H]2c2ccccc2)cc1 (stereo partly drawn)	14	.	0	.	16	0	1.4	2.2	13
13	COc1ccc(-c2ccc(=O)n(CC(=O)NCc3ccco3)n2)cc1	0	0	-15	1.7	11	-1	1.4	0.8	-2
14	COc1ccc(CC(=O)NC(C)c2nnc(SCC(=O)Nc3cc(C)ccc3OC)n2C)cc1 (stereo not drawn)	-3	-6	-3	0.5	9	1	-0.4	-0.2	15
15	CCOC(=O)C1=C(C)NC(C)=C(C(=O)OCCNC(=O)c2cccnc2)C1c1cccc([N+](=O)[O-])c1 (stereo not drawn)	0	-8	-8	-0.2	-1	-6	0.8	2.0	-13
16	O=C(c1c(O)c2ccccc2oc1=O)C1CCC1	-2	-9	4	-0.6	11	-1	-0.3	0.2	21
17	COC(=O)c1c(NC(=S)NC(=O)c2ccco2)sc2c1CCCC2	1	-6	-2	0.8	11&11	-4	0.8	1.5	-41&-11
18	O=C(Nc1nc2c(Br)cc(Br)cc2c(=O)s1)C1CCC1	17	-8	-1	2.1	13	0	0.7	-1.1	38
19	CCOc1ccc(CN2CCN(Cc3nc4c(s3)CCCC4)CC2CCO)cc1 (stereo not drawn)	21	-5	2	-0.6	5	-2	3.0	1.4	-12
20	O=C(O)c1nccnc1C(=O)N1CCN(c2ccccc2)CC1	7	-6	2	1.3	7	2	0.2	1.0	18
21	CC1=CC(C)(C)NC(=S)N1c1cccc(C)c1	1	-3	-1	1.1	5	-2	-0.1	-1.3	19
22	CC(C)=C1SC(N2CCN(c3ccc(Cl)cc3)CC2)=NC1=O	21	-1	0	0.4	6	-3	3.4	0.3	43
23	CCN(CC)c1ccc(/C=c2\sc3nc4ccccc4n3c2=O)c(O)c1	68*	-2	92*	-0.8	4	20	1.4	-4.7	-54
24	COc1ccc(S(=O)(=O)Nc2c(C(=O)O)[nH]c3ccccc23)c(OC)c1	0	-5	2	0.9	15	-1	-0.2	0.9	6
25	O=C(Cc1ccc(Cl)cc1)Nc1ccccc1CO	0	1	6	-0.8	15	1	-0.3	-0.6	31
26	CCC(C)(C(=O)NC1CCCC1)N(Cc1ccco1)C(=O)c1ccc2c(c1)OCO2 (stereo not drawn)	1	-1	2	-0.8	2	0	-0.3	-0.5	35
27	COc1ccc(COCC(O)CN2CCC(CN3C(=O)c4cccc5cccc(c45)C3=O)CC2)cc1OC (stereo not drawn)	6	2	1	-1.5	16	-2	4.5	-4.3	-16
28	O=C(c1coc2ccc(O)cc12)C1CC1	1	-6	0	0.9	18	-2	1.4	0.2	22
29	COc1ccc(N(CC(=O)NC2CCCCC2)C(=O)CCCC(=O)Nc2ccccn2)c(OC)c1	0	-4	-1	-0.8	13	-1	-0.2	2.0	18
30	Cc1ccc(N2CC(C(=O)N3CCc4ccccc4C3)CC2=O)cc1 (stereo not drawn)	0	2	3	-1.2	12	1	0.5	-1.6	-2

# (next part)
nr	SMILES	Hck-Nef inh	RBBP9 inhibitor	Runt-SMMHC FRET	PERK inh	EP2 antag	Runt-CBFb FRET	zVAD death inh	TNF death inh	EP2 modulator
31	O=C(NC1CCN(Cc2ccccc2)CC1)c1cc(Br)c(Br)[nH]1	5	-2	-3	0.8	11	0	0.7	0.5	-65
32	CCO[C@@H]1OC(C(=O)O)=C[C@H](C2CCCCC2)[C@H]1CCCO	0	3	-3	1.3	13	1	0.9	0.0	25
33	COc1ccc(-n2c(CNC(=O)c3cc(OC)c(OC)c(OC)c3)n[nH]c2=S)cc1	1	-2	5	1.2	4	13	0.0	0.6	9
34	FC(F)(F)c1cccc(Nc2cc(-c3ccccc3)nc3ncnn23)c1	13	-10	-3	0.8	11	1	-1.1	1.9	13
35	Cc1ccc(CNC(=O)C2CCC(CNc3c(N4CCC(C)CC4)c(=O)c3=O)CC2)cc1 (stereo not drawn)	4	-3	-1	0.3	12	0	1.6	-2.1	10
36	Cc1cc(C)c(S(=O)(=O)c2ccccc2C)c(N(C)C)n1	0	-1	2	1.5	7	1	0.0	-2.3	38
37	CCC(C(=O)O)n1nc(-c2ccccc2)c2cc(Cl)ccc21 (stereo not drawn)	14	-8	1	0.6	9	0	0.5	1.7	25
38	COc1ccc(/C=N/Nc2ncc(C(F)(F)F)cc2Cl)cc1OC	-2	-7	-4	0.0	17	-4	0.2	1.9	-32
39	COC(=O)c1cn(C)c2ccc(S(=O)(=O)N3CCCCC3)cc2c1=O	1	5	-5	1.3	1	.	1.2	0.0	14
40	CN(C)c1ccc(Nc2nc(N)c([N+](=O)[O-])c(N3CCOCC3)n2)cc1	14	0	15	-0.2	17	3	5.0	-16	-7
41	Cc1cc(C(=O)C(=O)O)c(C)n1-c1ccc(Cl)c(Cl)c1	-6	-5	-2	0.0	1	-2	0.7	0.2	31
42	Nn1c(SCc2ccccc2)nc2c(cnn2-c2ccccc2)c1=O	20	-8	-3	-0.9	2	-3	20	2.4	-58
43	CSCC[C@H](NC(=O)COc1ccc(Cl)cc1)c1nc2ccccc2[nH]1	3	5	0	-0.2	3	1	-0.1	4.4	-15
44	Cc1ccc(C(=O)NCC(C)(C)O)cc1	1	-10	-4	-0.3	15	0	-0.2	-0.5	27
45	COc1ccc(/C=N/NC(=O)c2nc(Cl)c(Cl)c(N)c2Cl)cc1COc1ccc(F)cc1F	1	-2	-6	0.0	9	-5	-0.2	-7.3	-10
46	COc1ccccc1NC(=O)N(c1c(N)n(Cc2ccccc2)c(=O)[nH]c1=O)C1CCCC1	0	0	3	-0.2	4	-2	0.8	0.3	11
47	CCOC(=O)C1CCN(C(=O)c2oc3ccc(S(=O)(=O)N4CCCCCC4)cc3c2C)CC1	-2	-5	-6	-0.8	6	-2	1.1	1.9	1
48	S=C(NC1CCCCC1)N1CCN(c2ccccn2)CC1	0	-7	-4	-0.5	6	0	0.9	0.4	-43
49	Cc1cc2cc(CNC(=O)Nc3cccc(Cl)c3)ccc2n1C	4	-8	-17	-0.6	11	0	1.9	0.2	12
50	COc1cc(NC(=O)CCc2ccccc2)c(C(=O)O)cc1OC	-10	-3	0	0.9	0	-1	2.0	2.4	12
51	c1ccc(-n2nnnc2N2CCOCC2)cc1	0	-2	-2	1.8	8	0	1.1	0.1	22
52	CC(C)Cc1nnc(NC(=O)CC(=O)Nc2ccccc2C(=O)O)s1	0	-11	-1	0.3	24	0	-0.5	0.1	3
53	CCOC(=O)c1sc2nc(SC)nc(-c3ccccc3)c2c1N	-13	-10	-13	0.0	8	-8	0.0	-0.2	-11
54	CC1CCN(c2nnc(-c3cccs3)c3ccccc23)CC1	-1	-5	-1	0.2	10	0	1.1	11	47
55	O=C(CSc1nnnn1C1CCCCC1)NCc1cccc(C(=O)O)c1	-1	-6	-2	0.2	9	0	0.6	-0.1	16
56	O=C(CSc1nnc(-c2ccncc2)n1Cc1ccco1)N1c2ccccc2Sc2ccc(Cl)cc21	-6	-3	5	0.0	9	31	0.5	2.1	24
57	Cc1ccc(S(=O)(=O)N2CCOCC2)cc1NC(=O)CNCc1cccnc1	24	-5	-17	1.6	8	2	-0.6	0.2	27
58	COc1ccc(CC(=O)N2N=C(C)CC2(O)C(F)(F)F)cc1OC (stereo not drawn)	23	-6	2	1.2	13	2	-0.9	0.9	14
59	COc1cc(OC)cc(C(=O)N2CCN(C(=O)c3ccc(-c4ccccc4)cc3)CC2)c1	23	-11	.	0.5	8	.	2.2	0.6	-43
60	N#Cc1c(NCCCO)nc(-c2ccco2)c2c1CCCC2	140*	9	-11	-1.1	9	0	0.9	-0.7	23

# The results go on.
nr	SMILES	Hck-Nef inh	RBBP9 inhibitor	Runt-SMMHC FRET	PERK inh	EP2 antag	Runt-CBFb FRET	zVAD death inh	TNF death inh	EP2 modulator
61	CC(C)Oc1cccc(C(=O)C2CCCN(C(=O)c3ccsc3)C2)c1 (stereo not drawn)	7	-9	-1	0.1	2	-4	-0.1	1.7	-24
62	Cc1cc(C)nc(NS(=O)(=O)c2ccc(NC(=O)Cn3c(=O)oc4ccccc43)cc2)n1	0	-11	1	1.2	11	0	1.7	1.4	5
63	COC(=O)c1c(NC(C)=O)sc(C(=O)Nc2ccccc2)c1C	28	2	0	-0.3	7	0	34	1.8	-52
64	CCn1c(SCC(=O)Nc2cccc(F)c2)nc2c(c1=O)SC(C)C2 (stereo not drawn)	-1	-10	1	-1.0	8	.	0.6	1.0	-41
65	N#Cc1cccc(S(=O)(=O)NCC(=O)OCC(=O)c2ccc[nH]2)c1	16	-3	0	-0.1	-1	-2	2.3	1.0	30
66	COCCCNC(=O)C(F)(F)C(F)(F)C(=O)NCCCOC	2	11	-1	0.7	5	0	0.0	-2.3	-18
67	N#C/C(=C\c1ccc(Cl)cc1)c1n[nH]c(Cn2cncn2)n1	4	-4	3	1.0	2	0	-0.3	0.4	-10
68	Cc1ccc(OCCCC(=O)Nc2ccc(Br)cc2)cc1	2	0	-3	-0.1	9	0	-0.2	-3.0	-14
69	O=C(O)c1cccnc1SCC(=O)C12CC3CC(CC(C3)C1)C2	11	3	-1	1.6	11	2	0.5	3.0	16

# Screens: PubChem BioAssay, several laboratories

# Some of the compounds tested. The share of hits here may be higher or lower than overall.
